Polio RdRp inh = poliovirus RNA polymerase inhibition. P03300. poliovirus polymerase elongation, fluorescence polarization; stronger effect = lower value. % elongation, % (compound at 16.7 µg/mL). 0.66% of 150,000 active; in the data active means % elongation below about 90%; further: some results filed as inactive read as strong as hits
Target sequence (P03300 1749-2209 limits assumed): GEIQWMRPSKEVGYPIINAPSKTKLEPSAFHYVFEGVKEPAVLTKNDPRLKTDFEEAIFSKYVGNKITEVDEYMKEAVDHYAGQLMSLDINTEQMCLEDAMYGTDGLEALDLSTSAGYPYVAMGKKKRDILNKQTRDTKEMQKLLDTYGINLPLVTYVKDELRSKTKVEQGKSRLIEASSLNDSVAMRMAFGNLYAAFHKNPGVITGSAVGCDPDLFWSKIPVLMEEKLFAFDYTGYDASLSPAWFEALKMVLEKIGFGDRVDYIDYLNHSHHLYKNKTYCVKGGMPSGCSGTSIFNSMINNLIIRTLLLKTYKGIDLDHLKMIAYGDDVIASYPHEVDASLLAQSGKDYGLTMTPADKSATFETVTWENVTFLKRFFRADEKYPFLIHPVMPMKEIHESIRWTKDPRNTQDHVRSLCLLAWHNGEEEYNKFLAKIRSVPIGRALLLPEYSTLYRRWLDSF
Polio RdRp inh FP z-score = further read-out of Polio RdRp inh, marked with its call; z-score; measured here: FP z-score; hits read low
* marks the source's active call; other numbers are inactive results.

SMILES	Polio RdRp inh	Polio RdRp inh FP z-score
CCOC(=O)c1cnc2c(C)cc(C)cc2c1NCCc1ccc(OC)c(OC)c1	100	-1.3
O=C(O)c1n[nH]c2c1CCC2	103	0.4
c1csc(CNC2=NCCS2)c1	105	0.3
N#Cc1ccccc1NC(=O)COC(=O)Cc1cccc2ccccc12	101	-0.1
COc1ccc(-c2nnc(SCC(=O)NC3CCCC3)nc2-c2ccc(OC)c(OC)c2)cc1OC	106	0
Cc1c(NC(=O)C(C)OC(=O)c2ccc3c(c2)OCO3)c(=O)n(-c2ccccc2)n1C (configuration not stated)	105	0.7
Cc1c(CN2CCc3ccccc3C2)sc2ccccc12	109	0.7
CCCC1=NNC(=O)C1Cc1c(Cl)cccc1Cl (configuration not stated)	103	-0.2
O=C(Nc1ccc(F)cc1)c1cccn1-c1nnc(N2CCCCC2)s1	105	-0.4
CCCSc1ncc(Cl)c(C(=O)Nc2sc3c(c2C(=O)NCCOC)CCCC3)n1	106	-0.1
CCN(CCO)C(=O)Cc1cc(=O)[nH]c(=O)[nH]1	99	-0.5
Cc1cccc(Oc2nc3c(C)cccn3c(=O)c2/C=C(\C#N)c2nc3ccccc3s2)c1	104	0
CN(C(=O)CSc1ncnc2ccccc12)c1ccccc1	101	0
CC(C)NC(=O)Cn1c(=O)nc(-c2ccccc2F)c2cc(Cl)ccc21	99	-1.2
Cc1ccc(OCC(=O)NCC2(N3CCOCC3)CCCCC2)cc1C	100	-1.6

Next section, starting with the last 4 of the part before.
SMILES	Polio RdRp inh	Polio RdRp inh FP z-score
Cc1cccc(Oc2nc3c(C)cccn3c(=O)c2/C=C(\C#N)c2nc3ccccc3s2)c1	104	0
CN(C(=O)CSc1ncnc2ccccc12)c1ccccc1	101	0
CC(C)NC(=O)Cn1c(=O)nc(-c2ccccc2F)c2cc(Cl)ccc21	99	-1.2
Cc1ccc(OCC(=O)NCC2(N3CCOCC3)CCCCC2)cc1C	100	-1.6
O=C(O)CCCC(=O)Nc1cccc(NC(=O)c2ccco2)c1	104	0.1
CN(C)S(=O)(=O)c1cccc(COC(=O)Cn2cnc3ccccc3c2=O)c1	105	0.4
Cc1ccc(-c2cc(-c3ccccc3)c(C#N)c(S(=O)Cc3ccccc3)n2)cc1 (configuration not stated)	104	1.2
COc1ccc(/C=C/C(=O)Nc2ccc(C)c(C)c2)cc1OC	99	-0.7
COc1ccc(-c2cc(C(F)(F)F)nc(S(=O)(=O)CCC(=O)NCc3cccnc3)n2)cc1	101	-0.2
CN1C(=O)C[C@H](C(=O)O)[C@H]1c1cccnc1	97	-1.4
COc1ccc(C(=O)c2c(N)c(C(=O)Nc3cccc(OC)c3)c3ccccn23)cc1	103	-0.7
CSCCC1NC(=S)N(Cc2ccccc2)C1=O (configuration not stated)	103	0.1
CCOc1ccc2nc(N3CCC(C(=O)Nc4cc(C)ccc4C)CC3)sc2c1	109	1
O=C(NCCC(=O)N1CCOCC1)c1ccc(Cl)cc1	101	0
COc1ccc2c(c[n+](C)c3c4cc5c(cc4ccc23)OCO5)c1OC	103	0.8
CCCCN(CC)CCNC(=O)CN1C(=O)COc2ccc(S(=O)(=O)N3CCCC3)cc21	105	0
Cc1cc(-c2ccc(C)c(S(=O)(=O)NCc3cccs3)c2)on1	107	-0.1
Clc1ccc(-c2cn3ccccc3n2)cc1	102	-0.2
CCOC(=O)C1=C(C)N=C(SC)N(C)C1c1ccccc1 (configuration not stated)	97	-0.7

Structural class: the compounds so far with an aryl thioether with sulfur outside any ring
SMILES	Polio RdRp inh	Polio RdRp inh FP z-score
COc1ccc(-c2nnc(SCC(=O)NC3CCCC3)nc2-c2ccc(OC)c(OC)c2)cc1OC	106	0
CCCSc1ncc(Cl)c(C(=O)Nc2sc3c(c2C(=O)NCCOC)CCCC3)n1	106	-0.1
CN(C(=O)CSc1ncnc2ccccc12)c1ccccc1	101	0

The results go on:
SMILES	Polio RdRp inh	Polio RdRp inh FP z-score
CCN1C(=O)C(=Cc2c(O)n(CC)c(=O)n(CC)c2=O)C(=O)N(CC)C1=O	106	0.3
Cc1ccc(N2CCN(C(=O)c3cn(C)c4ccc(S(=O)(=O)N5CCCC5)cc4c3=O)CC2C)cc1 (configuration not stated)	101	-0.6
COc1ccccc1NC(=O)C1=C(C)Nc2nc(SC)nn2C1c1ccccc1Cl (configuration not stated)	115	0.7
CC(O)CN=c1cc(-c2ccccc2)oc2ccc(Cl)cc12 (configuration not stated)	98	-0.8
CCC(CC)c1nnc(NC(=O)COc2ccc3c(c2)OCO3)s1	102	0
COC(=O)c1sccc1NC(=O)C1CCCN(S(=O)(=O)N2CCCCCC2)C1 (configuration not stated)	100	-0.5
CSc1nsc(NC(=O)OCc2ccc(Cl)cc2)n1	99	-1.2
CC(O)(P(=O)(O)O)P(=O)(O)O	104	0.5
COc1ccc(CNC(=O)CCCn2nc(C)c3c(C)n(-c4ccccc4)nc3c2=O)cc1	109	0.2
Cc1nn(C(C)(C)C)c(OC(=O)c2cccc(F)c2)c1Sc1ccccc1	106	0.3
CC(C)(C)OC(=O)N1CCC(c2c(C(=O)N3CCN(c4ncccn4)CC3)cnn2-c2ccccc2)CC1	111	1
COc1ccc(Cl)cc1NC(=O)CN(c1cc(C)cc(C)c1)S(=O)(=O)c1c(C)n[nH]c1C	107	0.5
O=C(N1CCOCC1)N1CCC(c2ccc(F)cc2)CC1	103	0.3
O=C(Nc1ccccc1C(=O)OCc1c(F)cccc1Cl)c1ccco1	98	-1.2
COc1cccc(NC2=NC(C)(C)CS2)c1	100	-0.5

Molecules listed so far that have a tert-butyl group, in the order listed:
SMILES	Polio RdRp inh	Polio RdRp inh FP z-score
Cc1nn(C(C)(C)C)c(OC(=O)c2cccc(F)c2)c1Sc1ccccc1	106	0.3
CC(C)(C)OC(=O)N1CCC(c2c(C(=O)N3CCN(c4ncccn4)CC3)cnn2-c2ccccc2)CC1	111	1

Later entries
SMILES	Polio RdRp inh	Polio RdRp inh FP z-score
CCS(=O)(=O)Nc1ccc(C(=O)Nc2cc(C)ccc2OC)cc1	104	0.9
CCc1ccc(NC(=O)Cn2c(=O)n(Cc3ccc(C)cc3)c(=O)c3cccnc32)cc1	105	0.3
COc1ccc(N2CCN(C(CNC(=O)c3cccc(OC)c3)c3cccnc3)CC2)cc1 (configuration not stated)	108	0
Cc1cc(NC(=O)CS(=O)(=O)c2cn(Cc3ccccc3Cl)c3ccccc23)no1	102	0.4
COC(=O)C1OC2(CCCC2)OC1C(=O)OC (configuration not stated)	101	-0.1
Cc1ccc(Cl)cc1N1CCN(C(=O)c2ccc(CS(=O)(=O)c3ccccc3C)o2)CC1	102	-0.4
CC(N)c1ccc(S(N)(=O)=O)cc1 (configuration not stated)	103	0.1
O=C(C1c2ccccc2Oc2ccccc21)N1CCC(c2ccccc2)C1 (configuration not stated)	104	0.5
CCN(CC)c1ccc2cc(-c3nc4sc5c(c4c(=O)[nH]3)CCC(C(C)(C)C)C5)c(=O)oc2c1 (configuration not stated)	94	-2.3
COC(=O)CNC(=O)N1CCN(S(=O)(=O)c2ccc3c(ccn3C)c2)CC1	103	-0.8
O=C1CCCN2N=C(SCC(=O)c3ccc(Cl)cc3)SC2=N1	102	0.3
Cc1cccc(-n2ncc(C(=O)N3CCN(c4ccc(Cl)cc4)CC3)c2C2CCN(C(=O)OC(C)(C)C)CC2)c1	108	0.4
CCOc1ccc(CCNS(=O)(=O)c2c(C)cc(C)cc2C)cc1OCC	106	0.2
O=C(NC1CCCC1)c1ccc(-n2cnc3cccnc32)cc1	103	0.4
CCn1c(CC(=O)Nc2ccccc2C)nnc1SCC(=O)N1CCN(c2ccccc2)CC1	102	0.2

Entries of single compounds, quoted from the list. Order of values: Polio RdRp inh	Polio RdRp inh FP z-score
CCn1c(CC(=O)Nc2ccccc2C)nnc1SCC(=O)N1CCN(c2ccccc2)CC1 is entered as 102	0.2
CCS(=O)(=O)Nc1ccc(C(=O)Nc2cc(C)ccc2OC)cc1 is entered as 104	0.9
Cc1cc(NC(=O)CS(=O)(=O)c2cn(Cc3ccccc3Cl)c3ccccc23)no1 is entered as 102	0.4
COC(=O)CNC(=O)N1CCN(S(=O)(=O)c2ccc3c(ccn3C)c2)CC1 is entered as 103	-0.8
O=C1CCCN2N=C(SCC(=O)c3ccc(Cl)cc3)SC2=N1 is entered as 102	0.3

Next section
SMILES	Polio RdRp inh	Polio RdRp inh FP z-score
CC(=O)Nc1ccc(NC(=O)c2ccc(-c3ccc(Cl)cc3Cl)o2)cc1	103	0.8
COC(=O)c1ccccc1NS(=O)(=O)c1cc2c3c(c1)C(C)C(=O)N3CCC2 (configuration not stated)	98	-1.6
c1ccc(-c2cn3nc(-c4ccccc4)c(-c4ccccc4)nc3n2)cc1	46	-5.1
CCN1CCCC1CNCC(=O)Nc1ccc(C)c(Br)c1 (configuration not stated)	100	-0.1
Cc1c2c(nc3nc4ccccc4n13)CC(C)(C)CC2=O	103	0.5
CCc1ccc(NC(=O)C2=CC(c3ccc4c(c3)OCO4)=NS(=O)(=O)N2C)cc1	114	0.4
COc1ccc(C(=O)NCc2ccccc2)c(OC)n1	104	1.2
CSc1nnc(C2CCCN(C(=O)Nc3ccc(Cl)c(C(F)(F)F)c3)C2)n1C (configuration not stated)	101	-0.3
COc1ccc(NC(=O)N2Cc3ccccc3-n3cccc3C23CCN(C)CC3)cc1	102	0.2
COC(=O)C(Cc1c[nH]c2ccccc12)NC(=O)c1ccc(OC)cc1 (configuration not stated)	101	-0.3
O=C(C1CC1)N1CCc2cc(S(=O)(=O)N3CCCCC3)ccc21	100	-1
Nc1cc(Cl)ccn1	103	0.4
CCCn1nc(C(=O)N2CCc3ccccc32)c2ccccc2c1=O	100	-0.2
COc1ccc(C=Nc2ccc(Br)cc2)cc1OC	105	0.2
CCN(CC)C(=O)c1sc2c(c1C)c(=O)n(-c1ccc(OC)cc1OC)c(=O)n2CC(=O)Nc1ccccc1	103	-0.6
FC(F)(F)c1cc(-c2cccs2)nc2c1cnn2C1CCCCC1	92	-1.5
Cc1cc(C(=O)CN2C(=O)C3CC=CCC3C2=O)c(C)n1-c1ccccc1 (configuration not stated)	103	0
CCOc1ccc(/C=C/c2nc(C#N)c(N3CCN(c4ccc(OC)cc4)CC3)o2)cc1	107	-0.3
Cc1cc(C)cc(NC(=O)CSc2oc(-c3ccco3)nc2S(=O)(=O)c2ccccc2)c1	109	1.4
O=c1[nH]c2ccc3nsnc3c2[nH]c1=O	101	-0.2
CC1(c2ccc(Cl)cc2)CC(C)(C)N(C(=O)c2ccccc2)c2ccccc21 (configuration not stated)	107	0.7
COc1ccc(CNC(=O)CSc2nc3ccccc3nc2Cc2ccccc2OC)cc1	108	0.5
CCOC(=O)c1cccc(NC(=O)CCS(=O)(=O)c2ccc3c(c2)CC(=O)N3C)c1	108	0.1
CN(CC1CCCO1)C1CCN(C(=S)Nc2cc(F)cc(F)c2)CC1 (configuration not stated)	99	-0.5
CCCNC(=O)c1ccc(CS(=O)Cc2cccc(Cl)c2)o1 (configuration not stated)	102	0
Cc1ccc2c(c1)sc1ncc(S(=O)(=O)c3ccc(F)c(Cl)c3)c(=O)n12	106	1.9
N#Cc1c(SCC(=O)NCCc2ccccc2)sc2c(=O)[nH]c(=O)[nH]c12	103	0.2
CC(C)OCCCNC(=O)c1ccc2c(c1)N(Cc1c(F)cccc1Cl)C(=O)c1ccccc1S2	113	1.1
CCc1nnc2c3c4c(sc3nc(C)n12)CCC4	110	1
CC(C)NC(=O)C1CCN(C(=O)N2CCOc3ccc(Cl)cc32)CC1	107	0.1
CCN(CC)CCNC(=O)c1ccc(-n2c(-c3ccccc3)cc3c2CCCC3)cc1	101	-0.9
COc1cc(CCC(=O)NCC(c2ccc(F)cc2)N2CCOCC2)cc(OC)c1OC (configuration not stated)	108	0.5
O=C(CN1C(=O)COc2ccc(S(=O)(=O)N3CCCCCC3)cc21)NCc1ccc(F)cc1	123	0.8
Cc1cccc(C(=O)NCC(=O)OCc2cc(=O)n3nc(C4CC4)sc3n2)c1	109	0.5
CC(C)NC(=O)CCn1c(=O)oc2ccccc21	101	-0.2
Cc1ccc(S(=O)(=O)C(CC(=O)c2ccc(F)cc2)c2ccco2)cc1 (configuration not stated)	105	0.7
O=C(O)c1cccc(N=Nc2sc3ccccc3c2O)c1	107	2.7
Cc1noc(C)c1COC(=O)c1ccc(S(=O)(=O)C(F)F)cc1	104	0.1
Fc1ccc(C=Nc2ccc3ccccc3c2)cc1	104	0.2
CCC(=O)N1CCc2cc(S(=O)(=O)NC(CC(C)C)C(=O)NC3CCCC3)ccc21 (configuration not stated)	102	-0.1
Cc1ccc(NC(=S)Nc2ccc(N3CCOCC3)cc2)cc1C	108	0.7
O=C(c1ccc2nc[nH]c2c1)N1CCN(C/C=C/c2ccccc2)CC1	100	-0.3
CCOc1ccc(Nc2nc(N)c(C(=O)c3ccccc3Cl)s2)cc1	121	2.8
Cn1c(=NC(=O)CSCC(=O)N2CCN(c3ccccc3)CC2)sc2ccccc21	101	-0.2
O=C(CSc1nnnn1-c1ccccc1)c1ccccc1	103	0.2
COc1cc(NS(=O)(=O)c2cc3c(cc2C)N(C)CCO3)cc(OC)c1OC	105	-0.2
N#Cc1cccc(NC(=O)C23CC4CC(CC(Cl)(C4)C2)C3)c1	98	-1.5
N#Cc1nc(Cc2ccccc2)oc1N1CCC(Cc2ccccc2)CC1	98	-1.2
CCOC(=O)C1=C(CC)Nc2ccccc2N=C1NC(=O)Nc1ccccc1OC	101	-0.1
Cc1ccccc1NC(=O)c1cnn2ccccc12	102	0.3
CC(=O)Nc1nnc(SCc2ccccc2)s1	102	0
CC(=O)N[C@H]1[C@H](Oc2nc3cc(C)ccc3o2)O[C@H](CO)[C@@H](O)[C@@H]1O	104	0.7
CCN(CC)c1ccc(N)c(C)c1	101	0.2
CCOc1ccc(NS(=O)(=O)c2ccc3[nH]c4c(c3c2)CCCCC4)cc1	106	-0.4
Cc1ccc(S(=O)(=O)NCCc2sc3nc(-c4ccccc4)nn3c2C)cc1C	112	1.3
O=C(CCS(=O)(=O)c1cc(Br)cc2c1N(C(=O)C1CC1)CC2)Nc1ccc(F)cc1	107	0.4
O=C(/C=C(\O)c1ccccc1)C(=O)Nc1ccccn1	104	0.4

An excerpt; count on the stated rates, not on these rows.
